# High-throughput results (PubChem BioAssay)
# AHR act: activators of human aryl hydrocarbon receptor; 2.5% of 320,000 active; AHR-responsive luciferase reporter cells, luminescence; activation, % at 5 µM; P35869; in the data active means activation above about 47%;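 further: 0% = vehicle wells and 100% = reference agonist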
# Fam108B inh: blocks mouse Fam108B hydrolase in RBBP9 counter-screen; recombinant Fam108B, FP-Rh probe fluorescence polarization; inhibition, % at 9.51 µM; 0.33% of 300,000 active; AID 1947;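 active means inhibition above the screen mean inhibition plus 3 SD, computed separately per campaign, cut at about 18% in these data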;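 further: inhibitors lower polarization as less probe binds the enzyme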
# pPAFAH inh: pPAFAH (human) enzyme inhibition | inhibition, % at 3.39 µM | 1.5% of 330,000 active | AID 463082 | recombinant pPAFAH, FP-rhodamine probe fluorescence polarization;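 active means inhibition above the mean inhibition across the screen plus 3 SD, cut at about 25% in these data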;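 further: inhibitors block binding of the rhodamine activity-based probe so polarization drops; 0% = enzyme with DMSO and 100% = wells lacking pPAFAH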
# MEX-5 binding: C. elegans MEX-5 TCR-2 RNA binding activity; Q9XUB2; MEX-5/FITC-TCR2 RNA binding, fluorescence polarization; stronger effect = lower value; activity score (negative = inhibition of binding), % at 10 µM; 0.38% of 300,000 active; AID 1832;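 active means inhibition past about -25% in most replicates, and total fluorescence under double the plate's negative control median, limit read from the data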;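 further: 0% = DMSO and -100% = 5 µM competing unlabeled TCR2 RNA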
# MCL1-BIM inh: MCL1-BIM-BH3 interaction inhibition (human) | inhibition, % at 10.9 µM | 0.68% of 320,000 active | GST-MCL1 / FITC-Bim-BH3 fluorescence polarization | AID 2057;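 active means inhibition above the mean inhibition of all tested compounds plus 3 SD, set per campaign, cut at about 40% in these data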;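 further: 0% = DMSO wells and 100% = unlabeled Bim-BH3 peptide control; higher means more loss of mP so more displacement of Bim peptide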
# GLD-1 RNA inh: GLD-1-TGE RNA interaction inhibition (C. elegans). Q17339. purified GLD-1 + fluorescein TGE RNA, fluorescence polarization. inhibition, % at 5.96 µM. 0.44% of 320,000 active. AID 2280;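 active means percent inhibition above a per-plate cutoff, the plate mean of test compounds plus 3 SD, cut at about 30% in these data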;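 further: 0% = DMSO wells with GLD-1 and probe and 100% = wells lacking GLD-1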
# PAFAH1B2 inh: PAFAH1B2 (human) inhibition. P68402. recombinant PAFAH1B2, FP-rhodamine activity probe, fluorescence polarization. inhibition, % at 3.39 µM. 1.2% of 340,000 active. AID 492953;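 active means inhibition above the mean of all tested compounds plus 3 SD, cut at about 24% in these data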;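 further: 0% = enzyme with DMSO and 100% = wells lacking PAFAH1B2; many of its hits are not listed in these tables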
# Target sequence (P68402 whole entry, looked up): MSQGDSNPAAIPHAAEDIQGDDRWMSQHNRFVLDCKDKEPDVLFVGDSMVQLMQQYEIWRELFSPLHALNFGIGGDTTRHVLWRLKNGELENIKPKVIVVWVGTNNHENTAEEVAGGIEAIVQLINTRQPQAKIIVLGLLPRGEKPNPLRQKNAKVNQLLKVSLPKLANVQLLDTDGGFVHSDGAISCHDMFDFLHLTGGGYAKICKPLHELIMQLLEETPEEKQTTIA
# Bcl-xL primary: blocks human Bcl-xL binding to Bim BH3 peptide; 0.7% of 320,000 active; AID 2129; GST-Bcl-xL / FITC-Bim BH3 peptide fluorescence polarization; inhibition, % at 10.9 µM; Q07817;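 active means inhibition above the mean of all tested compounds plus 3 SD, cutoff set per campaign, cut at about 30% in these data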;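 further: 0% = DMSO wells and 100% = unlabeled Bim-BH3 peptide competitor; inhibitors lower millipolarization by displacing the labeled peptide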
# Target sequence (Q07817 whole entry, looked up): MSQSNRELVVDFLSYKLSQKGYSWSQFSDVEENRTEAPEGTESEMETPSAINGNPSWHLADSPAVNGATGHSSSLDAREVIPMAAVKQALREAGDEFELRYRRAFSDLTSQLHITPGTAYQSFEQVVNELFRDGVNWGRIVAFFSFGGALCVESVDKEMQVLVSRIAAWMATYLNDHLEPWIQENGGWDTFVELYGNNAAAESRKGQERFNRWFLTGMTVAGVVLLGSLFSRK
# PME-1 inh: PME-1 (human) inhibition; Q9Y570; recombinant PME-1, FP-Rh probe fluorescence polarization; inhibition, % at 5.9 µM; 0.53% of 320,000 active; AID 2130;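 active means inhibition above the campaign mean of all compounds plus 3 SD, cut at about 26% in these data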;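 further: competitive labeling of PME-1 active site by serine hydrolase directed probe; 0% = PME-1 with DMSO and 100% = wells lacking PME-1 enzyme; inhibitors block probe labeling so polarization falls and inhibition rises; many of its hits are not listed in these tables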
# Target sequence (Q9Y570 whole entry, looked up): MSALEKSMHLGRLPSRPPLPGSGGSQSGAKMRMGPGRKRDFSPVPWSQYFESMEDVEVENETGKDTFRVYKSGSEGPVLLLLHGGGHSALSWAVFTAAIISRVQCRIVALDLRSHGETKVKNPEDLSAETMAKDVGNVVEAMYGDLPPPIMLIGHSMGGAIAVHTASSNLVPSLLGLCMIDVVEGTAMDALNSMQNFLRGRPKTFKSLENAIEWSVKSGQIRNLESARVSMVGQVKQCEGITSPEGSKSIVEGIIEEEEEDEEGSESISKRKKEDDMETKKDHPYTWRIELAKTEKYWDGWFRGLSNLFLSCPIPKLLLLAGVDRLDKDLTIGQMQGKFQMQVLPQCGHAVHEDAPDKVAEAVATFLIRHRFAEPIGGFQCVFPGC
# An asterisk follows results filed as active; nt = no result given. Only part of the results is shown. The share of hits here may be higher or lower than overall.
molecule	AHR act	Fam108B inh	pPAFAH inh	MEX-5 binding	MCL1-BIM inh	GLD-1 RNA inh	PAFAH1B2 inh	Bcl-xL primary	PME-1 inh
Cc1ccc(NC(=O)N2CCCC2)cc1Cl	-1	3	-8	-1.9	2	10	-3	4	-2
C#CCn1c(=O)cc(C)c2ccccc21	0	4	4	-0.4	1	-2	0	-1	3
O=C(O)c1nn(CC(=O)N2CCC(Cc3ccccc3)CC2)c(=O)c2ccccc12	-3	-1	2	-1.1	-3	7	2	2	2
COc1ccc(NC(=O)c2nc3nccc(C)n3n2)cc1S(=O)(=O)N1CCOCC1	3	nt	7	nt	nt	6	4	nt	nt
CCOC(=O)C1CCCN(Cc2ccccc2Cl)C1 (stereo not given)	0	-2	0	-3.6	3	1	5	4	-5
CC(=O)c1ccc(OC(=O)CCc2nc3ccccc3s2)cc1	7	0	4	0.7	21	-5	nt	15	1
Cc1ccc(S(=O)(=O)N2CCOCC2)cc1C(=O)NCc1ccc(F)cc1	2	4	1	-0.5	1	7	3	5	-1
Cc1ccc2nc3c(cc(C(=O)NCCc4ccccc4)c(=N)n3CC3CCCO3)c(=O)n2c1 (stereo not given)	0	-1	5	1.1	4	-1	-4	5	-3
COCCCNC(=O)Cn1nnc(-c2ccc(NC(=O)c3ccccc3OC)cc2)n1	-3	5	4	0.1	7	-4	-1	1	-5
O=C1Nc2ccccc2SC(c2ccccc2)C1O (stereo not given)	6	0	34*	-5.9	63*	4	6	22	-5
Fc1ccccc1NC(=S)N(CCN1CCCCCC1)Cc1cccs1	-2	0	2	1.1	1	-5	7	-3	-9
CC1CC(C)CN(S(=O)(=O)c2ccc(C(=O)NN3CCOCC3)cc2)C1 (stereo not given)	0	5	3	-1.0	5	9	-2	3	-5
Clc1cccc(-c2cc3nc4c(c(NCc5ccco5)n3n2)CCCC4)c1	28	-2	3	-1.0	2	-2	2	0	0
O=C1CSC(c2cccnc2)N1Cc1ccc(Cl)cc1Cl (stereo not given)	2	-1	-9	0.9	0	3	2	-2	-2
CCOC(=O)c1c(C)c(C)n(Cc2cccc(OC)c2OC)c1C	4	2	4	2.0	7	0	-1	1	1
COc1ccc(Cl)cc1C(=O)Nc1ccc(S(=O)(=O)N2CCCC2)cc1	0	-4	4	2.6	-1	-2	0	2	5
COc1ccc(C)cc1NC(=O)NNC(=O)C(C)Oc1ccc([N+](=O)[O-])cc1 (stereo not given)	4	-4	2	-1.9	-2	4	1	5	2
O=C(NCc1ccccc1)C(=O)NCC1CCCN1S(=O)(=O)c1cccs1 (stereo not given)	-2	-2	7	-1.2	-12	-3	2	1	2
O=C(CSc1ncccn1)c1ccccc1Br	6	7	0	0.8	2	-8	6	-1	-3
CCOC(=O)c1ccc(NC(=O)CCc2ccc(C)o2)cc1	-1	-2	-1	1.6	-6	1	-1	-4	-7
C[C@@]12C(=O)N(CC3CC3)CC(=O)N1[C@H](/C=C/c1ccccc1)[C@@H]1C(=O)N(c3ccccc3)C(=O)[C@@H]12	1	1	2	1.3	9	6	-1	2	-1
COC(=O)C1CSC(C(=O)OC)N1C(=O)CN1CCN(c2ccc(OC)cc2)CC1 (stereo not given)	0	-5	-7	0.7	8	-9	-4	3	-18
CCn1c(/C=N/n2cnnc2)nc2ccccc21	1	0	2	-2.3	-3	4	-4	1	2
c1ccc(-c2cncn2-c2ccccc2)cc1	8	8	-1	1.6	12	-11	10	6	-5

# Some of these compounds in order of formula weight, ascending:
molecule	AHR act	Fam108B inh	pPAFAH inh	MEX-5 binding	MCL1-BIM inh	GLD-1 RNA inh	PAFAH1B2 inh	Bcl-xL primary	PME-1 inh
c1ccc(-c2cncn2-c2ccccc2)cc1	8	8	-1	1.6	12	-11	10	6	-5
Clc1cccc(-c2cc3nc4c(c(NCc5ccco5)n3n2)CCCC4)c1	28	-2	3	-1.0	2	-2	2	0	0
COc1ccc(Cl)cc1C(=O)Nc1ccc(S(=O)(=O)N2CCCC2)cc1	0	-4	4	2.6	-1	-2	0	2	5
COC(=O)C1CSC(C(=O)OC)N1C(=O)CN1CCN(c2ccc(OC)cc2)CC1 (stereo not given)	0	-5	-7	0.7	8	-9	-4	3	-18
C[C@@]12C(=O)N(CC3CC3)CC(=O)N1[C@H](/C=C/c1ccccc1)[C@@H]1C(=O)N(c3ccccc3)C(=O)[C@@H]12	1	1	2	1.3	9	6	-1	2	-1

# More records follow:
molecule	AHR act	Fam108B inh	pPAFAH inh	MEX-5 binding	MCL1-BIM inh	GLD-1 RNA inh	PAFAH1B2 inh	Bcl-xL primary	PME-1 inh
COCCN(CC(=O)Nc1cccc(C)c1C)C(=O)Cn1c(=O)cnc2ccccc21	5	nt	-2	nt	-5	1	-3	1	0
C=CCOc1ccc(/C=C/C(=O)OC(C)C(=O)Nc2ccc(NC(C)=O)cc2)cc1 (stereo not given)	0	0	5	0.2	-12	-3	-1	-16	-4
CCCC(C)C(=O)Nc1ccc(Cl)cc1Cl (stereo not given)	35	5	3	0.4	8	7	1	2	-1
Cn1c(SCC(=O)c2ccc(F)cc2)nc2cccnc21	-2	-3	1	-1.6	-3	-6	-2	2	4
Cc1ccc2cc(C(c3nnnn3C3CCCC3)N(Cc3cccnc3)Cc3ccco3)c(=O)[nH]c2c1 (stereo not given)	2	1	4	2.2	7	2	-2	3	3
CCOC(=O)C1=C(C)NC(=O)CC1c1cc2c(cc1Br)OCO2 (stereo not given)	2	-2	-4	-3.5	1	10	5	2	2
Cc1cc(C)cc(N2CC(C(=O)OCC(=O)Nc3cc(C)on3)CC2=O)c1 (stereo not given)	1	2	11	-0.5	6	4	4	-3	3
O=C(Nc1ccc(F)c([N+](=O)[O-])c1)c1ccc2c(c1)OCCO2	17	-3	-5	1.3	0	0	-2	-1	3
Cc1ccc(Cl)cc1NC(=O)c1cc(NC(=O)CCCC(=O)O)ccc1N1CCCCC1	2	0	12	1.3	4	3	-2	2	0
COC(=O)c1ccc(Cn2cc(Cl)cn2)cc1	-1	10	-3	0.9	-1	7	0	-1	-5
Cc1ccc(S(=O)(=O)c2nc(-c3ccccc3Cl)oc2N(C)C)cc1	1	1	-1	-1.0	11	4	-1	-3	11
COc1cc(C)nc(N2CCCC(C(=O)Nc3ccccc3Br)C2)n1 (stereo not given)	1	1	1	2.7	2	-5	5	3	5

# Looked up above.
# Result for Cc1cc(C)cc(N2CC(C(=O)OCC(=O)Nc3cc(C)on3)CC2=O)c1 (stereo not given) in pPAFAH inh: 11
# Result for CCCC(C)C(=O)Nc1ccc(Cl)cc1Cl (stereo not given) in MCL1-BIM inh: 8

# Other compounds:
molecule	AHR act	Fam108B inh	pPAFAH inh	MEX-5 binding	MCL1-BIM inh	GLD-1 RNA inh	PAFAH1B2 inh	Bcl-xL primary	PME-1 inh
COc1ccc(S(=O)(=O)N2CCCN(CC(=O)Nc3ccc(OC)c(Cl)c3)CC2)cc1	0	1	3	1.8	6	-2	4	7	-2
O=C(COC(=O)Cc1ccccc1[N+](=O)[O-])NCc1ccc(F)cc1	-2	1	1	2.3	-21	0	1	0	-7
CC(C)CC(=O)Nc1ccccc1N1CCOCC1	-1	3	3	-3.7	-4	1	3	-3	-3
COC(=O)[C@@H]1C[C@H]1[C@@H](NC(=O)c1ccccc1)c1ccccc1	10	0	2	-4.1	2	-4	2	0	3
O=S(=O)(c1ccccc1)N1CCCC1c1nc2ccccc2s1 (stereo not given)	5	2	7	1.2	8	4	0	8	-1
Cc1ccc(C(=O)C2CCN(S(=O)(=O)c3c(C)noc3C)CC2)cc1	1	-3	0	1.4	-1	-3	nt	2	-2
COC(=O)c1ccc(/C=N/NC(=O)C(=O)N2CCCCCC2)cc1	0	5	6	-1.4	3	4	-3	9	-2
CC(C)n1cc(C(=O)c2ccccc2O)cc(C#N)c1=O	2	2	2	0.0	1	0	1	4	-5
C/C(=N\OCC(=O)Nn1c(=O)[nH]c2ccccc2c1=O)c1cccs1	-1	-2	2	-1.2	8	-4	-6	9	4
COc1cccc(NC(=O)Nc2nnc(Cc3ccccc3F)s2)c1	14	-1	2	0.0	8	-7	2	6	-9
O=C(Nc1ccc2nc(-c3ccco3)[nH]c2c1)c1ccco1	-4	2	9	0.1	10	-4	4	5	1
CC(=O)c1ccccc1N(C(=O)c1ccco1)C(C(=O)NC1CCCC1)c1ccc(N2CCOCC2)cc1 (stereo not given)	0	-4	9	-0.4	3	2	3	3	7
C=CCNC(=O)CN(Cc1ccccc1)S(=O)(=O)c1ccccc1	-3	2	5	3.4	6	2	1	3	-1
CCC(c1nnnn1Cc1ccc2c(c1)OCO2)N1CCN(c2ccccc2)CC1 (stereo not given)	9	1	7	0.8	-1	10	6	2	-4
COC(=O)C(Cc1ccccc1)NC(=O)CCC(=O)NC(C)CCc1ccccc1 (stereo not given)	1	-3	1	2.1	5	-6	27*	4	2
O=S(=O)(Nc1ccc2cn[nH]c2c1)c1cc(Br)ccc1Br	25	nt	7	nt	nt	0	5	nt	nt
O=c1cc(-c2ccccc2)nc2cc(-c3ccco3)[nH]n12	38	7	27*	-2.3	-6	-3	1	7	9
O=C(CCN1CCc2ccccc2C1)Nc1ccccc1	21	-1	3	0.2	7	8	0	5	-7
O=C(CNC(=O)c1cn2ccccc2n1)Nc1ccc(F)c(F)c1	7	1	-1	-0.2	2	-3	0	-7	5
Cc1sc2ncn(CC(=O)NCC3COc4ccccc4O3)c(=O)c2c1S(=O)(=O)N1CCOCC1 (stereo not given)	4	11	0	-0.6	-3	-2	2	7	0
COc1ccccc1NS(=O)(=O)c1cc(NC(=O)CCC2CCCC2)ccc1N1CCOCC1	3	-6	8	4.2	6	8	17	0	-13
COc1ccccc1NC(=S)NNC(=S)Nc1ccc(OC(F)F)cc1	4	4	6	-0.1	4	-2	5	9	6
Cc1cc(C)c(CN2CCN(C(=O)Cn3ccc(N)nc3=O)CC2)c(C)c1	9	nt	3	nt	3	-1	5	2	8
CC(C)CC(=O)N1CCN(C(=O)c2ccc(-c3ccccc3)cc2)CC1	0	3	5	-2.4	5	-2	6	0	-3
CC(OC(=O)c1ccccc1C(=O)N(C)C1CCCCC1)C(=O)NC1(C#N)CCCCC1 (stereo not given)	0	nt	-2	nt	1	0	1	1	7
Cc1cccc2sc(N(CCN(C)C)C(=O)/C=C/c3cccs3)nc12	23	-3	4	0.8	0	1	-2	-1	8
COc1ccc(-n2ncc3c(N4CCN(c5cc(C)ccc5C)CC4)ncnc32)cc1	0	0	-1	0.5	-3	1	-4	2	0
Cc1cc(Br)ccc1OCCN1CCCC1	0	1	-4	0.8	12	-3	0	5	1
